# Screening results (PubChem BioAssay)
# Fam108B counter = mouse Fam108B serine hydrolase inhibitors, primary screen, counter-screen for RBBP9 inhibitor project, biochemical, fluorescence polarization; recombinant Fam108B, FP-Rh probe fluorescence polarization; inhibition, % at 9.51 µM; 0.33% of 300,000 active; AID 1947, 2009;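 active means inhibition above the screen mean inhibition plus 3 SD, computed separately per campaign, cut at about 18% in these data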;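 further: inhibitors lower polarization as less probe binds the enzyme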
# VLA-4 inh = inhibition in human VLA-4 binding assay, primary screen, VLA-4 allosteric modulator project, MLPCN library, flow cytometry, VLA-4 expressing cells; Integrin alpha-4 (Homo sapiens), P13612; ligand binding flow cytometry; inhibition, % (about 7 µM as worked out from the volumes in the protocol); 0.2% of 330,000 active; AID 2557, 2010; in the data active means inhibition above about 50%
# GRK2 aptamer HTS = compounds blocking aptamer binding on GRK2 – biochemical, human GRK2, bead flow cytometry, HTS, primary screen | inhibition of aptamer binding, % at 10 µM | Beta-adrenergic receptor kinase 1 (Homo sapiens), P25098 | AID 488847, 2010 | 0.59% of 330,000 active | FAM-aptamer displacement from GRK2;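 active means inhibition of aptamer binding above 40%, roughly 3 SD of noise, on plates passing a quality check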;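 further: median bead fluorescence of bound FAM aptamer so fluorescent compounds give negative values; no value below 0 was filed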
# MCL1-BIM inh = inhibitors of MCL1 binding to BIM-BH3, primary screen, biochemical, fluorescence polarization | Induced myeloid leukemia cell differentiation protein Mcl-1 (Homo sapiens), Q07820 | GST-MCL1 / FITC-Bim-BH3 fluorescence polarization | inhibition, % at 10.9 µM | 0.68% of 320,000 active | AID 2057, 2009;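 active means inhibition above the mean inhibition of all tested compounds plus 3 SD, set per campaign, cut at about 40% in these data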;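 further: 0% = DMSO wells and 100% = unlabeled Bim-BH3 peptide control; higher means more loss of mP so more displacement of Bim peptide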
# Target sequence (Q07820 whole entry, looked up): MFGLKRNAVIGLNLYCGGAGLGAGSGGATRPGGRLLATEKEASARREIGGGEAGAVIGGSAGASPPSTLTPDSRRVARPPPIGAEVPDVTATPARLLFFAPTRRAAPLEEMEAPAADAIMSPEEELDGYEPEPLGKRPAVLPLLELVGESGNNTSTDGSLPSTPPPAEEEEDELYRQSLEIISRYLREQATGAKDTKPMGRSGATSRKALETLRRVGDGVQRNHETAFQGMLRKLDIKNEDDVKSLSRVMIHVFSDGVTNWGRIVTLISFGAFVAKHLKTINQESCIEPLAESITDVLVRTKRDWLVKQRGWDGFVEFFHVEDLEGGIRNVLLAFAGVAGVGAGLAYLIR
# MEX-5 binding = MEX-5 zinc finger RNA-binding disruptors – biochemical, C. elegans, fluorescence polarization, MLPCN library, primary screen | MEX-5/FITC-TCR2 RNA binding; stronger effect = lower value | activity score (negative = inhibition of binding), % at 10 µM | 0.38% of 300,000 active | AID 1832, 2009;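 active means inhibition past about -25% in most replicates, and total fluorescence under double the plate's negative control median, limit read from the data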;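 further: 0% = DMSO and -100% = 5 µM competing unlabeled TCR2 RNA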
# Efflux pump mplx = inhibitors of Candida efflux pumps in yeast, primary screen, S. cerevisiae, Nile Red, multiplex; 0.44% of 330,000 active; inhibition, % at 10 µM; S. cerevisiae Candida pump triplex;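 active means plate passing quality check with inhibition over a set limit, or well fluorescence over plate mean plus 4 SD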;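 further: Nile Red retained in pooled yeast measured as flow cytometry median fluorescence; 0% = buffer negative control and 100% = Enniatin B positive control; higher means more Nile Red kept so more efflux inhibition; some compounds called inactive have numbers as strong as hits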
# PME-1 inh = PME-1 inhibitors via competitive probe labeling, primary screen, biochemical, fluorescence polarization, FP-Rh probe, HTS | AID 2130, 2009 | 0.53% of 320,000 active | recombinant PME-1 | inhibition, % at 5.9 µM;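 active means inhibition above the campaign mean of all compounds plus 3 SD, cut at about 26% in these data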;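 further: competitive labeling of PME-1 active site by serine hydrolase directed probe; 0% = PME-1 with DMSO and 100% = wells lacking PME-1 enzyme; inhibitors block probe labeling so polarization falls and inhibition rises; many of its hits are not listed in these tables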
# Target sequence (Q9Y570 whole entry, looked up): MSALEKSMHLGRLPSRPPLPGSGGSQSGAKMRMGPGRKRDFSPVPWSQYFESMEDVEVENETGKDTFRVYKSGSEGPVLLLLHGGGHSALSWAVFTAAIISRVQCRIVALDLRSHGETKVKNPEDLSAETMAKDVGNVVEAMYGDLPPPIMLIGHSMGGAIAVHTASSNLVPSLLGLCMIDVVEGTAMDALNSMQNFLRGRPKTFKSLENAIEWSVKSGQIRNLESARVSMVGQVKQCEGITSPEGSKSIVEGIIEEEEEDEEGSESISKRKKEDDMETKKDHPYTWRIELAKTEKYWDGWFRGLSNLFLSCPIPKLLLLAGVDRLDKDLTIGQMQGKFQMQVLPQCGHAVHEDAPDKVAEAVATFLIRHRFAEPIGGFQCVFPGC
# GLD-1 RNA inh = GLD-1/TGE RNA complex disruptors, primary screen, biochemical, fluorescence polarization. Female germline-specific tumor suppressor gld-1 (Caenorhabditis elegans), Q17339. AID 2280, 2010. inhibition, % at 5.96 µM. 0.44% of 320,000 active. purified GLD-1 + fluorescein TGE RNA;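 active means percent inhibition above a per-plate cutoff, the plate mean of test compounds plus 3 SD, cut at about 30% in these data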;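 further: 0% = DMSO wells with GLD-1 and probe and 100% = wells lacking GLD-1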
# Bcl-xL primary = inhibitors of human Bcl-xL, primary screen, biochemical, fluorescence polarization, HTS. GST-Bcl-xL / FITC-Bim BH3 peptide fluorescence polarization. 0.7% of 320,000 active. inhibition, % at 10.9 µM. AID 2129, 2009;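 active means inhibition above the mean of all tested compounds plus 3 SD, cutoff set per campaign, cut at about 30% in these data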;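 further: 0% = DMSO wells and 100% = unlabeled Bim-BH3 peptide competitor; inhibitors lower millipolarization by displacing the labeled peptide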
# Target sequence (Q07817 whole entry, looked up): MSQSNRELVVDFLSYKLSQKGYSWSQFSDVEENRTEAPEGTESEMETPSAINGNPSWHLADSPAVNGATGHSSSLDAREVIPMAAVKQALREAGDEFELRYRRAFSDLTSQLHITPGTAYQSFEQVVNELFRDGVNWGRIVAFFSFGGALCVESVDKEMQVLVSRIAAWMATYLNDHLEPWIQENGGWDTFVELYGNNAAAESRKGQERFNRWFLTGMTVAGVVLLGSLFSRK
# * hit, by the source's call; . = not tested or not shown. A portion of the library; count on the stated rates, not on these rows.
SMILES,Fam108B counter,VLA-4 inh,GRK2 aptamer HTS,MCL1-BIM inh,MEX-5 binding,Efflux pump mplx,PME-1 inh,GLD-1 RNA inh,Bcl-xL primary
O=C(CNC(=S)N(CCCN1CCOCC1)Cc1cccs1)NC1CCCCC1,-1,2,0,0,-0.2,0.0,4,5,5
O=[N+]([O-])c1ccc(OCCOc2ccccc2/C=N/n2cnnc2)cc1,-1,7,0,7,1.8,0.0,3,4,-1
CC(C)Cn1c(SCC(N)=O)nnc1-c1cccc(S(=O)(=O)N2CCOCC2)c1,.,22,5,.,.,0.0,.,-3,.
COCCNC(=S)NC12CC3CC(CC(C3)C1)C2,1,-5,4,6,-0.3,0.0,0,9,2
COc1ccc(OC)c(NC(=O)C2C3CCC(O3)C2C(=O)O)c1 (stereo unspecified),3,23,0,11,0.9,0.0,3,-7,7
CCc1ccc(CN2C(=O)c3ccccc3C2C(=O)NC(C)CC)cc1 (stereo unspecified),0,11,1,-4,0.8,-0.1,-2,0,-1
Cc1ccc(S(=O)(=O)C2(C(=O)Nc3ccc4c(c3)OCO4)CC2)cc1,-1,51*,0,-3,3.0,0.3,1,-1,-1
O=C(Oc1ccc(/C=N/O)cc1)c1ccccc1,0,-9,0,2,-1.3,0.1,0,5,4
O=C(NC1CCCCC1)C(c1cccnc1)N(C(=O)CCl)c1ccc(F)cc1 (stereo unspecified),-2,-6,0,3,0.6,-0.1,2,5,8
CC(C)CN(C(=O)c1nn(C)c(=O)c2ccccc12)c1nc2ccccc2s1,4,1,0,-2,1.6,0.0,-2,-3,-2
CC1=CC(=O)C(C(C)=Nc2ccccc2Cl)C(=O)O1 (stereo unspecified),6,6,2,-1,1.6,0.0,-1,2,2
COc1cccc(CNc2cccc(C(F)(F)F)c2)c1O,1,19,2,1,0.2,0.1,-5,3,3
O=C(Nc1cccc(O)c1)c1cc2nc(-c3ccccc3)cc(-c3ccccc3)n2n1,3,2,0,0,-0.5,0.3,-6,-6,5
O=C(Nc1ccccc1-c1nc2ccccc2s1)c1ccco1,-23,-1,0,5,4.3,0.3,-20,1,-3
CCCCOc1ccc(C(=O)Nc2ccc(SC(F)F)cc2)cc1OC,-5,4,1,-3,-2.0,0.2,-1,0,6
COc1ccc(Cl)cc1NC(=O)CCc1nc(-c2ccccc2F)no1,2,0,0,-3,1.9,0.0,1,3,-3
C=CCn1c(SCC(=O)Nc2c(C)nn(Cc3ccccc3)c2C)nnc1C(O)c1ccccc1 (stereo unspecified),4,-3,2,6,1.6,0.1,4,4,7
COc1ccc(Cc2nnc(NC(C)=O)s2)cc1,-6,7,3,3,-1.2,-0.3,-2,4,5
COc1cc(OC)cc(C(=O)NNC(=O)CCNC(=O)c2ccc(Br)cc2)c1,.,7,0,.,.,0.3,.,0,.
CN(C)CCCNC(=S)N(Cc1cccs1)Cc1cc2cc3c(cc2[nH]c1=O)OCCO3,2,8,4,4,-5.4,0.0,0,-6,2
CC(C)N(Cc1nc(COc2ccccc2)no1)Cc1nccn1C,2,1,1,0,0.4,0.0,-6,8,6
O=C(Nc1nncs1)c1cc(S(=O)(=O)N2CCCCC2)ccc1Cl,4,30,1,1,-0.8,-0.2,0,4,-1
CCn1c(-c2ccco2)n[nH]c1=S,-2,-8,0,-8,2.8,-0.1,-1,3,1
O=C(NCCn1cccn1)c1ccc(OC2CCN(CCc3ccccc3)CC2)cc1,-5,2,2,0,-1.4,0.1,-8,6,2
Cc1ccc2c(c1)c1c(n2C)C(=O)CCC1,0,-1,0,-4,0.8,0.0,0,-1,-2
CC1(C)Cc2c(sc(NC(=O)C(=O)N3CCOCC3)c2C(N)=O)CO1,10,11,0,8,-2.4,-0.1,1,-4,4
c1ccc(C(c2ccccc2)c2nc(-c3cccnc3)no2)cc1,3,-23,0,8,-1.2,0.0,5,5,5
COc1cnc(-c2ccccc2)nc1Oc1ccccc1C,1,-1,2,0,-2.7,0.0,2,7,10
CS(=O)(=O)c1cnc(-c2ccccc2)nc1-c1ccc(Cl)c(Cl)c1,1,6,8,-4,-0.7,0.0,2,4,0
COc1ccc(S(=O)(=O)Nc2cccc3ccc(O)cc23)cc1,2,-7,0,8,2.4,-0.2,6,9,4
CC(C)(C)C#CCn1c(/C=[N+](\[O-])C2CCCCC2)nc2ccccc21,2,10,2,3,0.9,0.0,4,6,0
CC(C)c1ccccc1NC(=O)CSc1n[nH]c(=O)n1C1CC1,.,-2,0,-7,.,0.0,-3,7,-8
COc1ccc(CSc2nc(C)cc(C)c2C#N)cc1,3,6,1,5,-3.3,0.1,3,1,4
C=CCNc1nc(Nc2ccc(Cl)cc2)nc(OC)n1,-3,7,0,-2,0.2,0.3,3,4,1
CC(Oc1ccc2ccccc2c1)C(=O)NNC(=S)NC(=O)c1ccco1 (stereo unspecified),-5,11,3,13,.,0.0,6,-5,4
Cc1ccccc1N1CCN(C(=O)[C@@H]2CCCN2C2=NS(=O)(=O)c3ccccc32)CC1,.,6,0,0,.,-0.1,-2,0,2
C=CCN1CN(S(=O)(=O)c2cccc(Cl)c2)c2nc3ccccc3nc21,-5,-29,0,30,-9.9,0.0,9,45*,34*
CCc1nc2ccc(C(=O)NCCc3ccc(OC)cc3)cc2nc1CC,-2,10,0,3,1.4,0.0,-4,-6,4
COc1ccc(NC(=O)c2cc([N+](=O)[O-])ccc2N2CCCCC2)cc1OC,.,2,0,.,.,0.1,.,0,.
C=CC[C@@H](CC(=O)N[C@H](CO)Cc1ccccc1)C(=O)N[C@@H](COC(=O)[C@@H](CC=C)Cc1ccc(F)cc1)Cc1ccccc1,.,-13,4,.,.,0.1,.,0,.

# Rewritten bar-delimited: part of the list above
mol | Fam108B counter | VLA-4 inh | GRK2 aptamer HTS | MCL1-BIM inh | MEX-5 binding | Efflux pump mplx | PME-1 inh | GLD-1 RNA inh | Bcl-xL primary
O=C(Nc1nncs1)c1cc(S(=O)(=O)N2CCCCC2)ccc1Cl | 4 | 30 | 1 | 1 | -0.8 | -0.2 | 0 | 4 | -1
CC(C)c1ccccc1NC(=O)CSc1n[nH]c(=O)n1C1CC1 | . | -2 | 0 | -7 | . | 0.0 | -3 | 7 | -8
c1ccc(C(c2ccccc2)c2nc(-c3cccnc3)no2)cc1 | 3 | -23 | 0 | 8 | -1.2 | 0.0 | 5 | 5 | 5
COc1ccc(CSc2nc(C)cc(C)c2C#N)cc1 | 3 | 6 | 1 | 5 | -3.3 | 0.1 | 3 | 1 | 4
C=CC[C@@H](CC(=O)N[C@H](CO)Cc1ccccc1)C(=O)N[C@@H](COC(=O)[C@@H](CC=C)Cc1ccc(F)cc1)Cc1ccccc1 | . | -13 | 4 | . | . | 0.1 | . | 0 | .
CC(C)(C)C#CCn1c(/C=[N+](\[O-])C2CCCCC2)nc2ccccc21 | 2 | 10 | 2 | 3 | 0.9 | 0.0 | 4 | 6 | 0
Cc1ccccc1N1CCN(C(=O)[C@@H]2CCCN2C2=NS(=O)(=O)c3ccccc32)CC1 | . | 6 | 0 | 0 | . | -0.1 | -2 | 0 | 2

# Further structures.
SMILES,Fam108B counter,VLA-4 inh,GRK2 aptamer HTS,MCL1-BIM inh,MEX-5 binding,Efflux pump mplx,PME-1 inh,GLD-1 RNA inh,Bcl-xL primary
COc1ccc(C)cc1NC(=O)C12CCC(C)(C(=O)O1)C2(C)C (stereo unspecified),-1,1,1,-3,-0.8,0.1,3,3,0
O=C(C1CC1)N1CCc2cc(Br)cc(S(=O)(=O)NCC3COc4ccccc4O3)c21 (stereo unspecified),-7,5,0,9,2.5,-0.3,-6,5,5
CN=C(NC1CCCCC1)c1ccc(Cl)cc1,-1,-13,1,6,-4.3,0.4,-3,0,1
COc1ccc(CCNC(=O)Cn2c([N+](=O)[O-])cnc2C)cc1OC,-1,4,2,-1,2.2,0.2,3,-3,4
OCCN=Cc1c(O)[nH]c2ccccc12,-2,-4,1,9,-2.0,-0.1,-5,4,6
Cc1ccc(/C(O)=C2/C(=O)C(=O)N(Cc3ccco3)C2c2cccs2)cc1 (stereo unspecified),6,11,4,0,0.3,0.2,1,9,2
CN(C)CCCNc1cc(C(C)(C)C)nc2c(-c3ccccc3)cnn12,2,13,0,7,2.7,0.0,5,1,2
COc1ccc(N(CC(=O)N2CCN(C)CC2)S(=O)(=O)c2cc(C)ccc2OC)cc1Cl,0,22,0,-8,-2.3,-0.1,1,4,2
Cc1cc(S(=O)(=O)N2CCCCC2)ccc1OCC(=O)N1CCOCC1,-3,-5,3,-5,1.8,0.0,-8,1,-2
Cc1ccccc1OC(C)C(=O)NCCCN1CCOCC1 (stereo unspecified),7,-4,5,10,0.9,0.2,-8,2,5
O=C(O)CCCC(=O)Nc1ccc2c(c1)oc1ccccc12,.,5,0,.,-0.1,0.0,.,.,.
O=c1c2[nH]c3ccc(F)cc3c2ncn1CC1CCCO1 (stereo unspecified),-1,5,1,-5,-5.9,-0.1,-3,5,2
c1ccc(CN2CCN(c3nc4ccccc4n4cnnc34)CC2)cc1,1,-12,0,5,-1.1,-0.2,24,2,6
CCOC(=O)C1CCN(S(=O)(=O)c2cc3c4c(c2)C(C)C(=O)N4CCC3)CC1 (stereo unspecified),-1,-1,3,-5,2.8,0.0,-4,-3,8
Cc1ccc(NC(=O)CSc2nc(=O)n(CCN(C)C)c3c2CCCC3)cc1Cl,0,5,0,1,-0.3,0.0,1,1,2
COc1ccc(C(=O)O)cc1S(=O)(=O)NCCc1ccccn1,0,0,3,0,0.6,0.2,-3,-1,2
CSc1ccc(/C=C/C(=O)OCC(=O)N2CCN(S(=O)(=O)c3ccc(C)cc3C)CC2)cc1,.,21,0,-7,.,0.4,3,-4,-8
COc1ccc(C(=O)Nc2ccc3c(c2)C(=O)c2ccccc2C3=O)cc1OC,1,-1,0,8,-3.7,-0.1,-2,5,8
O=C(NCc1cccs1)c1cc(-c2ccccn2)nc2ccc(Br)cc12,-4,-6,4,11,-0.9,0.1,1,8,4
OC[C@@H]1CCCN1Cc1cn(-c2ccccc2)nc1-c1ccc2c(c1)OCO2,-1,8,2,7,-0.8,0.1,2,7,6
COC(=O)c1c(NC(=O)Cn2cnc([N+](=O)[O-])n2)sc2c1CCC(C)C2 (stereo unspecified),2,6,0,1,0.6,0.6,-6,3,5
